B2AR arrestin: beta2AR (human) beta-arrestin recruitment activity; beta-arrestin recruitment to beta2AR, cell-based reporter; Potency, µM (doses to about 46.1 µM), inactives show top-dose activation, most hits filed as activators; 330,000 tested, 0.02% active;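 further: potency means the concentration at half of the fitted maximal effect; 0% = DMSO controls and full agonism = EC100 isoproterenol or metaproterenol; nearly all actives have a fitted effect of over 65% in size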
PKM2 act: increases activity of human pyruvate kinase M2; P14618; purified PKM2, Kinase-Glo ATP luminescence, activation; response scale: 0% is enzyme alone, no compound; Potency, µM (doses to about 57.5 µM), inactives show top-dose activation, hits mostly activators; 260,000 tested, 0.34% active; AID 1631; further: potency means the concentration at half of the fitted maximal effect; on the % scale 0 is the no-effect control and ±100 the full control effect; nearly all actives have a fitted effect of over 55% in size
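Kinase-Glo luminescence reports ATP generated from ADP (0.1 mM) and PEP (0.5 mM) by purified hPK-M2 after 1 h at room temperature, pH 7.2 imidazole buffer; intermediate enzyme activity allows detecting inhibitors and activators.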
S-ASM inh: human S-ASM enzyme inhibition; 340,000 tested, 0.006% active; placental ASM, HMU-PC fluorogenic substrate, 60 min; Potency, µM (top dose mostly 57.5 µM), for inactives: at the highest dose activity change, negative = inhibition, hits mostly inhibitors; P17405; further: potency means the concentration at half of the fitted maximal effect
Target sequence (P17405 47-631 limits assumed): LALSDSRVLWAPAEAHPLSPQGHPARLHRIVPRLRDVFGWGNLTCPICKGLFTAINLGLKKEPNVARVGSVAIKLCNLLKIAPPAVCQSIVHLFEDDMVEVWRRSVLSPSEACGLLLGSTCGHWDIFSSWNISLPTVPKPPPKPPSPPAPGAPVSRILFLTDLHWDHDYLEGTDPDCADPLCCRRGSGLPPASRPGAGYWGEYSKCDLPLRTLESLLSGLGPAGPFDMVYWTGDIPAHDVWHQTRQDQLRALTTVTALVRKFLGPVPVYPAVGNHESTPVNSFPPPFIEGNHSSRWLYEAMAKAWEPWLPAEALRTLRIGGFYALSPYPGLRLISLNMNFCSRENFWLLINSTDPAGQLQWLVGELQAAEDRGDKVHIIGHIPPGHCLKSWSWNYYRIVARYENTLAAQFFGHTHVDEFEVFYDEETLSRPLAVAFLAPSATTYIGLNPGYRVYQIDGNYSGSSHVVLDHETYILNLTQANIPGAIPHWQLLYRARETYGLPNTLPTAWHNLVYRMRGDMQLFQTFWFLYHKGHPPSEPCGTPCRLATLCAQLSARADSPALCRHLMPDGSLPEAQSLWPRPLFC
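Human placenta-derived ASM enzyme was preincubated with compound for 10 minutes at room temperature, then given fluorogenic substrate HMU-PC0 (9 uM final) for 60 minutes at 37 °C; a pH 10 stop preceded fluorescence reading at Ex 386/Em 447 nm.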
a7 integrin act: activates integrin-mediated alleviation for muscular dystrophy; alpha7betagal myoblasts, beta-gal FDG fluorescence, 48 h; AID 624291; 350,000 tested, 0.064% active; Potency, µM (highest dose often 38.3 µM), inactives show at the highest dose activation, hits mostly activators;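 further: potency means the concentration at half of the fitted maximal effect; 100% = response of the positive control SU9516; nearly all actives have a fitted effect of over 60% in size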
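alpha7betagal+/- myoblasts (passage 13, 250/well) treated 48 h at 37C with compounds at 1:260 dilution of DMSO stock. Lysed, then beta-galactosidase activity read as FDG fluorescence (ex 480/em 540) after 30 min, with pre-read for autofluorescence.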
Menin MLL FP TR: menin-MLL binding inhibition, Texas Red mutant peptide | Potency, µM (doses to about 61.6 µM), for the others: top-dose FP activity change, negative = inhibition, most hits filed as inhibitors | O00255 | AID 1768 | Menin + Texas Red MLL mutant peptide, fluorescence polarization | 270,000 tested, 0.23% active; active means well fitted inhibition curve with a large enough effect in the polarisation, with a control signal flat, not every such curve was filed as active; inconclusive means small, poorly fitted or top-dose-only effect, or effect the other way, or a change in a side signal; inactive means no such curve, though single readings can be large or run the other way; the % refers to the polarisation; further: potency means the concentration at half of the fitted maximal effect; % of control where 0% means no effect; many of its hits are not listed in these tables
Tb PFK inh: inhibitors of T. brucei phosphofructokinase. O15648. T. brucei PFK, ADP-Glo luminescence. Potency, µM (titrated, usually from 57.5 µM), for inactives: top-dose activity, negative = inhibition, usual class: inhibitors. 330,000 tested, 0.17% active. AID 485367;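 further: potency means the concentration at half of the fitted maximal effect; 0% = uninhibited 1x PFK enzyme wells and -100% = no-enzyme wells; nearly all actives have a fitted effect of over 60% in size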
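PFK 1.25 nM, F6P 0.5 mM, ATP 0.1 mM, 0.1 M TEA pH 8.0, 5 mM MgCl2, 0.01% Tween20, 0.1% BSA; 45 min RT. ADP-Glo readout. qHTS titration up to 57 uM; curves fitted, compounds curve-classed.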
Giardia kill: Giardia lamblia killing. Giardia lamblia trophozoite viability. activity change, % at 7.66 µM, hits read low. 340,000 tested, 0.15% active; in the data active means activity change below about -80%; inconclusive means between about -30% and that limit;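 further: parasites exposed to compound for two days anaerobically before the ATP read; on the % scale 0 is the no-effect control and ±100 the full control effect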
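Each well holds 100 Giardia trophozoites and compound. After two days (48 hrs) at 37 deg C in anaerobic conditions, ATP is quantified by luminescence.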
Coupling enz: coupling enzyme interference in Giardia aldolase counter-screen. AID 2472. activity change, negative = inhibition, % at 58.2 µM, hits read low. 290,000 tested, 0.67% active. coupling enzyme system counterscreen, AmpLite Red fluorescence; in the data active means activity change below about -30%; further: on the % scale 0 is the no-effect control and ±100 the full control effect
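Activity here indicates interference with the coupling reaction, not aldolase inhibition. Compounds at 57.5 uM final met coupling enzymes for 10 min at RT; substrate and AmpLite Red detection followed, with a 525/598 nm fluorescence read after 20 min.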
PTAP TSG101 blk: blocks PTAP/TSG101 interaction to inhibit HIV-1 budding | Fluorescence polarization, FITC-PTAP peptide / Tsg101 binding | Q99816 | Potency, µM (titrated, usually from 115 µM), inactives show at the highest dose activity change, negative = inhibition, most hits filed as inhibitors | 340,000 tested, under 10 active; active means well fitted inhibition curve with a large enough effect in the main read-out, with a control signal flat, not every such curve was filed as active; inconclusive means small, poorly fitted or top-dose-only effect, or effect the other way, or a change in a side signal; inactive means no such curve, though single readings can be large or run the other way; further: potency means the concentration at half of the fitted maximal effect; % of control where 0% means no effect
Target sequence (Q99816 whole entry, looked up): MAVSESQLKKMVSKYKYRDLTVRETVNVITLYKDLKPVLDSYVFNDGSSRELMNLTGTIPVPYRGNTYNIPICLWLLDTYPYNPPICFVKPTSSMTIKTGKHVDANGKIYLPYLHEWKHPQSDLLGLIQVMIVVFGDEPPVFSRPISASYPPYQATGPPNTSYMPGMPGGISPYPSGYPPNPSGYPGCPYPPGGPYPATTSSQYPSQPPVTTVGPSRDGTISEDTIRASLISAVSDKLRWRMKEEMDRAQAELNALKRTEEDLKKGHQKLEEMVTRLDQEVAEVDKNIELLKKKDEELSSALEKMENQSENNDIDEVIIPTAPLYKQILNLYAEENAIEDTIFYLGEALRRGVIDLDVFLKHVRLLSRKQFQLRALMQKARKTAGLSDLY
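Tsg101 binding domain (10 uM final) was mixed with compound and a FITC-labeled PTAP peptide (50 nM final) in HEPES pH 7.5 buffer with NaCl, Tween 20, EDTA and TCEP; fluorescence polarization was read after 20 min at r.t.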
GALK inh: blocks human galactokinase activity. P51570. Purified GALK, Kinase-Glo residual ATP luminescence. Potency, µM (doses to about 57.5 µM), without a hit: at the top dose activity change, negative = inhibition, hits mostly inhibitors. 270,000 tested, 0.007% active; further: potency means the concentration at half of the fitted maximal effect; on the % scale 0 is the no-effect control and ±100 the full control effect
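Galactose (100 uM) and ATP (35 uM) were turned over by 5 nM GALK for 1 h at RT. Kinase-Glo Plus then converted the remaining ATP into a luminescent signal.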
BCR signal inh: inhibitors of chronic active B-cell receptor signaling; ABC-DLBCL IkBa-CBG/CBR reporter, luminescence ratio, 4 h; Potency, µM (titrated, usually from 46.1 µM), for the others: at the highest dose ratio change, negative = lower green/red ratio, actives largely listed as inhibitors; 340,000 tested, 0.05% active; AID 493014; active means well fitted inhibition curve with a large enough effect in the signal ratio, with a control signal flat, not every such curve was filed as active; inconclusive means small, poorly fitted or top-dose-only effect, or effect the other way, or a change in a side signal; the % refers to the signal ratio;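 further: potency means the concentration at half of the fitted maximal effect; plate controls were basal doxycycline-induced cells for no effect and cells given 10 µM MG132 for full effect; MG132 reads +100%, hits lower the ratio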
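Cell line TMD8 (human ABC DLBCL), stably expressing tet-inducible CBG68-IkBa fusion and CBR; IMDM/0.5% FBS; cpd up to 46 uM; dox induction, 4 h, 37C/5% CO2; dual luminescence; green/red ratio; MG132 control.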
Numbers without * were called inactive; ? = inconclusive; nt = not tested or not shown; & = joins results of further samples. Unless noted, the call rests on the fitted dose curve; in most records, active means well fitted curve in the direction sought with a large enough effect; inconclusive means small, poorly fitted or top-dose-only effect, or another doubt; inactive means no such curve, though single readings can be large; an effect the other way counts as inactive or inconclusive.

#	mol	B2AR arrestin	PKM2 act	S-ASM inh	a7 integrin act	Menin MLL FP TR	Tb PFK inh	Giardia kill	Coupling enz	PTAP TSG101 blk	GALK inh	BCR signal inh
1	Cc1c(C(=O)N2CCC(C)CC2)oc2ccc(S(=O)(=O)N3CCC4(CC3)OCCO4)cc12	0.0%	-1%	-2%	-29%	-1%	-5%	-3	1	-9%	-5%	?
2	CCOc1cccc(SCc2noc(C(=O)NCC3CCCO3)c2C(=O)O)c1 (centres undefined)	-0.3%	-23%	11%	5%	27%	-3%	-11	19	-4%	0%	18%
3	CCOC(=O)N1CCN(c2cc(=O)n(-c3ccc(OCC)cc3)c(=O)[nH]2)CC1	0.1%	4%	11%	-9%	-5%	-2%	12	0	-4%	-2%	?
4	Cc1n[nH]c(C)c1S(=O)(=O)N(C)Cc1ccco1	0.2%	nt	6%	-33%	nt	-4%	0	nt	-4%	nt	1%
5	CNS(=O)(=O)c1ccc(C)c(S(=O)(=O)NC)c1	0.1%	-11%	4%	26%	7%	2%	-6	2	0%	2%	3%
6	Cc1ccc(N2CCN(S(=O)(=O)N(C)C)CC2)cc1Cl	-0.2%	-1%	-2%	14%	?	-10%	3	1	-4%	0%	9%
7	C=CCN(CC=C)CCOc1ccc(OC(C)C)cc1	-0.6%	2%	3%	-27%	-2%	1%	-8	2	-6%	4%	?
8	CC1CCCCC1NC(=O)CSc1nnc(CNC(=O)c2ccccc2)n1C (centres undefined)	-0.2%	-5%	2%	2%	-7%	-1%	22	3	-4%	0%	7%
9	Cc1ccc(-c2cc(C(=O)N/N=C/c3cccnc3)n[nH]2)o1	-2.1%	-1%	0%	-22%	-11%	5%	-4	0	-4%	nt	?
10	CC(Nc1ccc(F)cc1F)C(=O)NC(=O)NC1CCCCC1 (centres undefined)	-0.1%	3%	-3%	-24%	-20%	3%	14	-1	-1%	-6%	-7%

Continued, starting with the last 2 of the part before.
#	mol	B2AR arrestin	PKM2 act	S-ASM inh	a7 integrin act	Menin MLL FP TR	Tb PFK inh	Giardia kill	Coupling enz	PTAP TSG101 blk	GALK inh	BCR signal inh
9	Cc1ccc(-c2cc(C(=O)N/N=C/c3cccnc3)n[nH]2)o1	-2.1%	-1%	0%	-22%	-11%	5%	-4	0	-4%	nt	?
10	CC(Nc1ccc(F)cc1F)C(=O)NC(=O)NC1CCCCC1 (centres undefined)	-0.1%	3%	-3%	-24%	-20%	3%	14	-1	-1%	-6%	-7%
11	COCCNC(=O)C(OC(=O)CC1Sc2ccccc2NC1=O)c1ccncc1 (centres undefined)	-0.4%	0%	2%	-17%	15%	0%	-15	-1	-1%	0%	11%
12	CCn1cc(C(=O)NCCCOC)c2cc(OC)c(OC)cc2c1=O	-0.1%	-3%	-1%	0%	9%	-13%	8	-13	-11%	0%	?
13	Cc1ccc(S(=O)(=O)N(CC(=O)NCCSc2ccccn2)c2cc(C)cc(C)c2)cc1	-0.5%	1%	-2%	10%	-16%	1%	-7	nt	1%	0%	3%
14	CCc1ccc(NC(=O)CCn2nc(C)c(S(=O)(=O)N3CCCCC3)c2C)cc1	-0.1%	nt	-2%	?	-2%	-1%	11	2	-1%	10%	?
15	CCCNc1sc(S(=O)(=O)CCC)nc1S(=O)(=O)c1ccc(C)cc1	3.5%	19%	-2%	?	-9%	0%	-3	2	0%	5%	-1%
16	COC(=O)NC(NC(=S)Nc1ccc([N+](=O)[O-])cc1)C(Cl)(Cl)Cl (centres undefined)	0.2%	-8%	-7%	-12%	0%	-4%	2	1	-8%	-3%	4%
17	CC(=O)N(CCO)Cc1cc2cc(C)cc(C)c2[nH]c1=O	0.0%	12%	3%	3%	11%	-1%	21	-7	-2%	-1%	3%
18	N#CCCn1nc(-c2ccccc2)c2ccccc2c1=O	5.8%	-3%	-1%	-20%	19%	-2%	-8	0	-6%	3%	?
19	C#CCNC(=O)C1=C[C@H](C2CC2)C[C@H](OCCCCO)O1	0.3%	2%	2%	13%	5%	1%	-6	-2	-3%	5%	0%
20	Cc1ccc(C(=O)COc2ccccc2-c2ccccc2)cc1C	-0.3%	-10%	-1%	9%	11%	-2%	5	0	0%	0%	?
21	COc1cc(NS(=O)(=O)c2ccc(NC(=O)c3cccs3)cc2)nc(OC)n1	-0.5%	nt	-1%	-15%	nt	1%	-2	5	-5%	-14%	-3%
22	Nc1nc(Cl)nc2c1ncn2[C@H]1C[C@H](O)[C@@H](CO)O1	2.2%&-0.3%	1%&1%	-4%	nt	6%&-10%&-4%&2%	-2%&-7%	?	4&2&2	-2%	3%&0%	?
23	CCc1nccn1S(=O)(=O)c1cc(OC)c(Cl)cc1OC	-0.4%	1%	0%	12%	-10%	1%	25	-1	-3%	nt	-6%

An excerpt of these results, with two lines to a compound.
Below each SMILES – B2AR arrestin | PKM2 act | S-ASM inh | a7 integrin act | Menin MLL FP TR | Tb PFK inh | Giardia kill | Coupling enz | PTAP TSG101 blk | GALK inh | BCR signal inh
1	Cc1c(C(=O)N2CCC(C)CC2)oc2ccc(S(=O)(=O)N3CCC4(CC3)OCCO4)cc12
→ 0.0% | -1% | -2% | -29% | -1% | -5% | -3 | 1 | -9% | -5% | ?
2	CCOc1cccc(SCc2noc(C(=O)NCC3CCCO3)c2C(=O)O)c1 (centres undefined)
→ -0.3% | -23% | 11% | 5% | 27% | -3% | -11 | 19 | -4% | 0% | 18%
3	CCOC(=O)N1CCN(c2cc(=O)n(-c3ccc(OCC)cc3)c(=O)[nH]2)CC1
→ 0.1% | 4% | 11% | -9% | -5% | -2% | 12 | 0 | -4% | -2% | ?
4	Cc1n[nH]c(C)c1S(=O)(=O)N(C)Cc1ccco1
→ 0.2% | nt | 6% | -33% | nt | -4% | 0 | nt | -4% | nt | 1%
5	CNS(=O)(=O)c1ccc(C)c(S(=O)(=O)NC)c1
→ 0.1% | -11% | 4% | 26% | 7% | 2% | -6 | 2 | 0% | 2% | 3%
6	Cc1ccc(N2CCN(S(=O)(=O)N(C)C)CC2)cc1Cl
→ -0.2% | -1% | -2% | 14% | ? | -10% | 3 | 1 | -4% | 0% | 9%
7	C=CCN(CC=C)CCOc1ccc(OC(C)C)cc1
→ -0.6% | 2% | 3% | -27% | -2% | 1% | -8 | 2 | -6% | 4% | ?
8	CC1CCCCC1NC(=O)CSc1nnc(CNC(=O)c2ccccc2)n1C (centres undefined)
→ -0.2% | -5% | 2% | 2% | -7% | -1% | 22 | 3 | -4% | 0% | 7%
9	Cc1ccc(-c2cc(C(=O)N/N=C/c3cccnc3)n[nH]2)o1
→ -2.1% | -1% | 0% | -22% | -11% | 5% | -4 | 0 | -4% | nt | ?
10	CC(Nc1ccc(F)cc1F)C(=O)NC(=O)NC1CCCCC1 (centres undefined)
→ -0.1% | 3% | -3% | -24% | -20% | 3% | 14 | -1 | -1% | -6% | -7%

A portion of the library (hit frequency here may not be typical).
